# NCI-60 one-dose screen, 48 h, at 10 µM unless noted. Numbers give growth in % (100 = growth as untreated, 0 = no growth, -100 = all killed).
# NCI-H522 – NCI-H522 lung cancer. actives 8% (n = 78,000)
# NCI/ADR-RES – NCI/ADR-RES ovarian cells. actives 4.4% (n = 81,000)
# IGROV1 – IGROV1 ovarian cancer. actives 4.7% (n = 79,000). AID 1794786
# OVCAR-5 – OVCAR-5 ovarian cancer | actives 2.9% (n = 82,000)
# OVCAR-4 – OVCAR-4 ovarian cancer cells | actives 3.7% (n = 80,000) | AID 1794784
# OVCAR-8 – OVCAR-8 ovarian cancer. actives 4.4% (n = 81,000). AID 1794782
# SK-OV-3 – SK-OV-3 ovarian cancer cells | actives 3.2% (n = 80,000) | AID 1794785
# NCI-H23 – NCI-H23 lung cancer; actives 4% (n = 80,000)
# OVCAR-3 – OVCAR-3 ovarian cancer; actives 7% (n = 79,000); AID 1794787
# Starred values were filed as active, the others as inactive; . = not tested or not shown; & = joins results of further samples. How the source made its calls: active means growth percent below 10; inactive means the rest.
SMILES,NCI-H522,NCI/ADR-RES,IGROV1,OVCAR-5,OVCAR-4,OVCAR-8,SK-OV-3,NCI-H23,OVCAR-3
COc1ccc(/C(=C\c2cc(OC)c(OC)c(OC)c2)C(=O)N2CCCCC2)cc1,85,86,95,99,102,98,105,100,103
COC(=O)NCn1c(=O)[nH]c2ccccc2c1=O,97,102,100,103,99,104,97,95,99
COc1cc(-c2cc(C(=O)O)c3cc4ccccc4cc3n2)cc(OC)c1OC,110,111,116,117,105,90,107,101,111
Cc1nc(-c2ccc(Br)cc2)ccc1C(=O)N/N=C/c1ccc([N+](=O)[O-])cc1,78,81,94,88,59,71,87,84,86
CCCCCCCCCCCCCCCCNC(=S)N/N=C/c1ccc(O)cc1O,.,70,55,95,67,56,88,77,73
CCC(CC)COCCOCCCN1C(=O)C2C(C)C=CC(C3OCCO3)C2C1=O (centres undefined),74,84,.,98,85,98,112,83,98
COc1ccc(C2=C(C#N)[C@]3(C(=O)Nc4ccc(OC)cc43)c3c(-c4ccccc4)nn(-c4ccccc4)c3N2)cc1,88,93,75,97,96,85,92,93,94
c1ccc(-c2ccc(-c3nc4ccccn4c3NCCN3CCOCC3)cc2)cc1,77,95,92,81,82,77,77,88,83
O=C1c2ccccc2C2/C(=C(/Br)c3ccc(F)cc3)CCCN12 (centres undefined),102,106,103,101,96,100,122,99,123
O=C(O)/C(=C\c1ccccc1)c1ccccc1,103,111,124,100,115,104,116,116,98
COc1cc(N=C2C(=O)N(Cc3ccc(Cl)cc3)c3ccccc32)cc(OC)c1OC,63,77,99,96,77,93,.,87,84
CC(=O)Nc1ccc(/C=N/N=C2c3ccccc3-c3ccccc32)cc1,86,92,104,66,95,98,84,78,95
O=S(=O)(c1nc(-c2ccc(Br)cc2)oc1-c1ccc(Cl)cc1)N1CCCC(O)C1 (centres undefined),49,31,88,88,43,68,101,47,63
CC(=O)Oc1ccccc1C(=O)[Se]Cc1ccc(C[Se]C(=O)c2ccccc2OC(C)=O)cc1,82,108,112,115,107,106,104,104,104
COc1ccc(CNc2cccc3[nH]c(C(F)(F)F)nc23)cc1,69,96,98,110,97,97,82,87,85
Cc1cc2cc(C)c3cccc(C)c3c2c2c(C)cccc12,88,104,101,91,100,103,108,100,102
C#CCOc1ccc(/C=N/Nc2nc(-c3cc4cc(Br)ccc4oc3=O)cs2)cc1,70,76,87,98,62,86,49,47,.
CCC(c1ccc(OC)cc1)C(CC)c1ccc(OC)cc1 (centres undefined),89,100,123,101,90,113,115,91,88
CCC(C)COC(=O)Nc1cccc(Cl)c1 (centres undefined),89,101,96,114,110,97,103,98,107
N#CSC1=C(SC#N)C(=O)c2ccccc2C1=O,78,94,94,113,87,94,101,58,86
C#Cc1nc2ccccc2s1,93,105,65,96,99,98,91,97,110
CC(C)=CCC1=C(O)c2ccccc2C(=O)C1=O,49,64,76,41,103,.,82,75,76
COc1cc(/C=C/c2nc3ccccc3c(=O)n2-c2ccc(C#Cc3ccc(C(C)(C)C)cc3)cc2C)ccc1O,96,104,130,115,133,114,110,103,99
CCNNC(=O)[C@@H]1[C@H](c2cc(OC)c(OC)c(OC)c2)c2cc3c(cc2[C@H](O)[C@H]1CO)OCO3,-19*,-14*,21,34,35,-13*,1.5*,24,-48*
COc1ccc2nccnc2c1,81,100,116,100,95,105,99,101,109
# The list goes on.
SMILES,NCI-H522,NCI/ADR-RES,IGROV1,OVCAR-5,OVCAR-4,OVCAR-8,SK-OV-3,NCI-H23,OVCAR-3
COc1ccc(-c2csc(NC(=O)CSc3nc(C)cc(=O)[nH]3)n2)cc1,87,97,101,112,104,102,102,91,103
Fc1ccc2c(-c3cncn3CCc3ccccc3)c[nH]c2c1,82,95,77,93,61,98,98,86,86
Cc1cc(C)c2c(c1)N(C)c1ncnc(N(C)C)c1CC2C (centres undefined),90,106,98,101,86,107,115,105,107
O=C(CCN1C(=O)CCC1=O)Nc1ncc(Cc2cccc(Cl)c2)s1,90,98,110,108,115,103,101,102,110
O=C(Nc1ccccc1)Sc1c(Cl)c(Cl)c(Cl)c(Cl)c1Cl,67,100,93,105,100,95,89,101,107
CC(=O)CC(=O)NCCN1CCN=C1C,112,101,124,110,130,95,103,100,83
COc1ccccc1C(O)(c1ccccc1)c1ccccc1OC,96,102,95,99,103,105,111,93,116
CCN(CC)CCOc1nc2ccccc2c2c1-c1ccc(OC)cc1C2=O,-56*,-13*,-38*,26,6.1*,6.8*,44,-29*,-19*
C[C@H]1[C@H]2[C@H]3CC[C@@H]4[C@@]5(C)C/C(=C/c6ccco6)C(=O)C(C)(C)[C@@H]5CC[C@@]4(C)[C@]3(C)CC[C@]23CO[C@]1(C)[C@@H](C(=O)/C=C\c1ccco1)C3,86,108,101,113,91,99,108,100,103
CC(C)OC(=O)Nc1cccc(Cl)c1Cl,94,115,108,99,.,106,108,104,111
OCCSCc1ccc(F)cc1,114,103,105,105,116,96,98,91,119
COc1ccc(-c2nnc(COc3ccc(NS(C)(=O)=O)cc3F)o2)cc1,98,97,112,119,105,106,102,94,104
Cc1nn(-c2ccccc2)c(-n2ccnc2)c1/C=N/Nc1nc(-c2ccc(F)cc2)cs1,74,79,87,105,56,76,81,58,85
CCNCCNc1cc(-c2ccc(Cl)cc2)c(C#N)c2nc3ccccc3n12,-42*,23,22,4.7*,-9.5*,11,32,45,-78*
CCOC(=O)c1cc(N)nc2ccccc12,101,104,120,109,109,108,101,99,109
Fc1ccc(-c2nc(-c3ccc(-c4nc5ccc(F)cc5[nH]4)cc3)no2)cc1,91,74,74,95,-8.4*,87,40,68,94
Cc1cc(=O)[nH]c(NNC(=S)Nc2ccccc2)n1,102,105,114,106,108,111,110,106,111
Cc1cc([N+](=O)[O-])c2nnnn2c1,54,98,106,113,78,98,.,91,45
Nc1cc(=O)n(Cc2ccco2)c(=S)[nH]1,104,107,120,93,102,97,109,103,113
NS(=O)(=O)c1ccccc1N/C=C/C(=O)c1cc2ccccc2oc1=O,88,100,91,105,84,98,82,94,103
O=c1[nH]cc(N(CCO)CCO)c(=O)[nH]1,99,106,105,112,113,106,106,105,111
N#CCCN(CCC#N)C(CCC(=O)O)C(=O)O (centres undefined),106,111,110,100,87,104,106,109,104
CC(C)(C)COC(=O)C(C)(C)C,120,109,119,100,127,95,116,115,119
CC(C)=CCC/C(C)=C/COC(=O)/C=C\C(=O)NC(N)=O,.,104,108,107,109,92,125,110,112
O=C(O)c1ccc(-c2nn(-c3ccc(C(F)(F)F)cc3)cc2/C=N/NS(=O)(=O)c2ccccc2)cc1,91,.,109,101,104,103,.,.,107

# Record cards, as listed above. Order of screens: NCI-H522 | NCI/ADR-RES | IGROV1 | OVCAR-5 | OVCAR-4 | OVCAR-8 | SK-OV-3 | NCI-H23 | OVCAR-3
# Listed for Cc1cc([N+](=O)[O-])c2nnnn2c1 → 54 | 98 | 106 | 113 | 78 | 98 | . | 91 | 45
# Listed for Cc1cc(C)c2c(c1)N(C)c1ncnc(N(C)C)c1CC2C (centres undefined) → 90 | 106 | 98 | 101 | 86 | 107 | 115 | 105 | 107

# Reprinted at random: 6 entries already listed.
SMILES,NCI-H522,NCI/ADR-RES,IGROV1,OVCAR-5,OVCAR-4,OVCAR-8,SK-OV-3,NCI-H23,OVCAR-3
Cc1cc(=O)[nH]c(NNC(=S)Nc2ccccc2)n1,102,105,114,106,108,111,110,106,111
Cc1cc([N+](=O)[O-])c2nnnn2c1,54,98,106,113,78,98,.,91,45
C[C@H]1[C@H]2[C@H]3CC[C@@H]4[C@@]5(C)C/C(=C/c6ccco6)C(=O)C(C)(C)[C@@H]5CC[C@@]4(C)[C@]3(C)CC[C@]23CO[C@]1(C)[C@@H](C(=O)/C=C\c1ccco1)C3,86,108,101,113,91,99,108,100,103
CC(C)(C)COC(=O)C(C)(C)C,120,109,119,100,127,95,116,115,119
N#CCCN(CCC#N)C(CCC(=O)O)C(=O)O (centres undefined),106,111,110,100,87,104,106,109,104
COc1ccccc1C(O)(c1ccccc1)c1ccccc1OC,96,102,95,99,103,105,111,93,116

# Later entries:
SMILES,NCI-H522,NCI/ADR-RES,IGROV1,OVCAR-5,OVCAR-4,OVCAR-8,SK-OV-3,NCI-H23,OVCAR-3
O=C(/C=C/c1coc(-c2ccc(Cl)cc2)n1)c1ccc(Br)cc1,92,111,104,112,119,82,95,99,113
O=C(CCN1C(=O)/C(=C/c2ccccc2)SC1=S)NCCCN1CCOCC1,80,102,101,105,85,96,89,94,105
CCCCCCc1ccc(C(O)CN(CCCCC)CCCCC)cc1 (centres undefined),66,91,81,90,76,84,99,71,.
CC(C)(C)C(=O)Nc1ccc(NC(=O)C(C)(C)C)cc1,113,141,.,151,101,103,107,132,.
Fc1ccc(-c2nc(-c3nc4cc(Cl)c(Cl)cc4[nH]3)cc3c2[nH]c2ccccc23)cc1,67,76,54,106,77,66,115,79,76
CCOC(=O)[C@@H]1CCCN(S(=O)(=O)c2ccc(S(=O)(=O)N(CC)CC)c(F)c2)C1,65,47,94,96,76,78,82,45,88
Cc1ccc(-c2cc(NC(=S)NC(=O)c3cccs3)n[nH]2)cc1,107,100,106,101,105,102,116,103,130
Cc1ccc(NC(N)=O)cc1,101,107,112,112,104,105,127,.,127
N#C/C(=C(\CCCO)NC(CCC(=O)O)C(=O)O)c1nc2ccc(Br)cc2c(=O)[nH]1 (centres undefined),96,100,66,100,105,89,98,106,134
Cn1cc(-c2nonc2-c2cn(C)c3ccc(F)cc23)c2ccccc21,-8.4*,4.4*,25,41,42,28,42,23,-19*
O=C(CSc1nc2ccccc2c(=O)n1-c1ccccc1)Nc1cccc(C(=O)/C=C/c2ccc(Br)cc2)c1,93,100,116,121,100,98,106,88,.
O=C1/C(=C/c2ccc(O)cc2O)Oc2cc(O)ccc21,92,107,102,106,102,101,.,101,113
COc1cc(C2SCC(=O)N2c2ccc(F)cc2)ccc1OCC(=O)Nc1ccc(C(C)=O)cc1 (centres undefined),89,105,98,104,107,100,112,96,118
O=C1/C(=C/c2cc(F)cc(F)c2)Cc2c(F)cc(Br)cc21,92,100,100,98,100,104,99,89,93
CC(C)C(=O)OCCCCCOC(=O)C(C)C,90,108,104,113,113,112,112,107,112
CC(=O)Oc1ccc(OC(C)=O)cc1,.,91,111,108,96,105,107,95,100
COc1cc(-c2nnc(SC)n2-c2ccc(Cl)cc2)c(O)c2ccccc12,50,64,89,108,92,84,97,86,100
CC1=C(C(=O)n2nc3ccccc3n2)C(c2ccc(Cl)cc2)C(C(=O)n2nc3ccccc3n2)=C(C)N1,101,100,108,108,115,102,111,95,98
Cc1nc2c(c(NC(=O)c3ccc(Cl)cc3)nn2C)c(C)c1Cl,77,92,88,98,117,97,87,97,.
Cc1ccc(C(=O)CSc2nnc3n2N=C(c2ccc(C)cc2)CS3)cc1,85,93,78,102,108,100,101,93,112
COc1cc([C@H]2OC[C@H]3[C@@H]2CO[C@@H]3c2ccc(O)c(OC)c2)ccc1O,76,86,70,87,97,84,69,86,97
COc1ccc(-c2nc3ccc(-c4nnc(SCC(=O)Nc5ccc(C(=O)/C=C/c6ccc(Cl)cc6)cc5)o4)cc3[nH]2)cc1,95,107,87,99,103,105,112,.,113
COc1ccc(CCN2C(=O)CCSC2=S)cc1,11,72,42,98,75,64,102,80,9.5*
COc1ccc(-c2cc(-c3ccccc3)nc(SCCCC(=O)O)n2)cc1OC,45,90,92,107,108,95,103,87,98
Cc1cccc(Cc2cnc(NC(=O)CSc3nnc(Cc4ccccc4Nc4c(Cl)cccc4Cl)o3)s2)c1,74,83,96,100,48,45,91,72,85
# Later entries.
SMILES,NCI-H522,NCI/ADR-RES,IGROV1,OVCAR-5,OVCAR-4,OVCAR-8,SK-OV-3,NCI-H23,OVCAR-3
Cn1ccc(=S)c2ccccc21,112,108,110,98,104,101,105,97,111
O=C(OCc1ccccc1)C(=O)OCc1ccccc1,99,107,109,91,114,136,111,99,130
COc1ccc(/C=C/C(=O)c2cc3c(N)c(C(=O)Nc4cccc(Cl)c4C)sc3nc2C)cc1,-8.5*,-26*,22,28,37,-8.6*,24,20,8.1*
Clc1cccc(N=Cc2ccc3c(c2)OCO3)c1Cl,94,109,104,109,107,110,99,107,119
Cc1ccc(C)[nH]1,104,111,97,100,108,108,99,111,101
Nc1nc(-c2cccc(F)c2)c2cc[nH]c(=O)c2n1,70,100,123,106,100,89,100,100,104
O=C1/C(=C/c2ccccc2)SC(=S)N1N1CCOCC1,88,105,103,103,107,101,98,95,105
OCCCOc1ccc(Cl)cc1Cl,76,91,100,80,89,90,92,83,103
COc1cc2ccc(C=O)cc2cc1OC,89&90,107&102,110&108,108&104,103&106,107&101,108,105&95,112&116
CC1(C)C2CC1C1(/C=N/NC(N)=S)C(C2)C(C#N)(C#N)C1(C#N)C#N (centres undefined),-61*,94,67,126,94,.,103,89,63
Cc1ccc(-c2nc3ccccc3c(=O)n2/N=C/c2cccc3ccccc23)cc1,53,79,50,102,76,84,76,78,72
Clc1ccccc1C=NC1CCCCC1,105,103,101,110,121,104,115,101,106
CN1CCN(c2nc(-c3csc(-c4cccs4)n3)cc3ccccc23)CC1,71,71,23,88,58,76,91,79,40
C=C1CCC2C3(C)COC(c4ccccc4)OC3CCC2(C)C1/C=C/C1=CCOC1=O (centres undefined),64,26,31,79,50,33,72,75,.
O=C(O)c1ccc(-n2cc(CNc3ccc(Cl)cc3)c(-c3ccc(C(F)(F)F)cc3)n2)cc1,82,76,87,99,79,61,84,87,87
CN(C)c1cccc2ccccc12,105,97,92,107,88,103,76,94,101
COc1ccc(/C=N/c2n[nH]c(Nc3ccc(OC)cc3)n2)cc1,96,107,119,111,106,107,116,104,124
NCC(=O)CCC(=O)O,107,107,112,120,98,104,100,94,111

# 2 of the compounds above, with bars between the fields.
mol | NCI-H522 | NCI/ADR-RES | IGROV1 | OVCAR-5 | OVCAR-4 | OVCAR-8 | SK-OV-3 | NCI-H23 | OVCAR-3
Cn1ccc(=S)c2ccccc21 | 112 | 108 | 110 | 98 | 104 | 101 | 105 | 97 | 111
O=C(OCc1ccccc1)C(=O)OCc1ccccc1 | 99 | 107 | 109 | 91 | 114 | 136 | 111 | 99 | 130
